PMI act – activators of human PMI, primary screen, biochemical, fluorescence intensity, near-Km mannose 6-phosphate. AID 1214, 2008. activation factor at 20 µM. 190,000 compounds, 0.005% hits. purified human PMI, coupled resazurin fluorescence, 20 min; hits give high values; 1 = vehicle control, 0 substrate-free wells. Mannose-6-phosphate isomerase (Homo sapiens), P34949;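 active = activation factor of 2 or more at 20 µM, relative to plate controls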
Target sequence (P34949 whole entry, looked up): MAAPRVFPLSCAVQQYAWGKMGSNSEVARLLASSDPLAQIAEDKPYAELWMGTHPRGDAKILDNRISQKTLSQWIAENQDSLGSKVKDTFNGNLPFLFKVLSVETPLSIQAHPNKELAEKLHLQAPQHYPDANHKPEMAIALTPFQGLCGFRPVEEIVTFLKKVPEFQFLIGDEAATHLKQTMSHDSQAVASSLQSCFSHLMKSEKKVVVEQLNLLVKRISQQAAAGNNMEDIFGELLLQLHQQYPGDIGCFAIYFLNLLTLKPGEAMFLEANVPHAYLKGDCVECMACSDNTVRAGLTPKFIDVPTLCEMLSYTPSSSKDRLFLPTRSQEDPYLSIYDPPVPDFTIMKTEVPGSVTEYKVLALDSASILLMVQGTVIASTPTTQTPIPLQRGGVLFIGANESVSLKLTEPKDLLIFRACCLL
S1P3 antag – S1P3 receptor antagonists, primary screen, cell-based; CHO S1P3 NFAT-BLA reporter, FRET fluorescence, antagonist mode; inhibition, % at 4.98 µM; AID 485, 2006; 170,000 compounds, 0.27% hits;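 active = inhibition above the plate cutoff, the mean inhibition of test wells on that plate plus 3 SD, cut at about 28% in these data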;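 also: cells challenged with S1P at its EC80 of 0.8 µM; blue over green emission ratio from cleaved BLA substrate after 4 h stimulation; 0% = S1P-stimulated wells and 100% = unstimulated DMSO-only wells; some compounds past the cut are filed as inactive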
Target sequence (Q99500 whole entry, looked up): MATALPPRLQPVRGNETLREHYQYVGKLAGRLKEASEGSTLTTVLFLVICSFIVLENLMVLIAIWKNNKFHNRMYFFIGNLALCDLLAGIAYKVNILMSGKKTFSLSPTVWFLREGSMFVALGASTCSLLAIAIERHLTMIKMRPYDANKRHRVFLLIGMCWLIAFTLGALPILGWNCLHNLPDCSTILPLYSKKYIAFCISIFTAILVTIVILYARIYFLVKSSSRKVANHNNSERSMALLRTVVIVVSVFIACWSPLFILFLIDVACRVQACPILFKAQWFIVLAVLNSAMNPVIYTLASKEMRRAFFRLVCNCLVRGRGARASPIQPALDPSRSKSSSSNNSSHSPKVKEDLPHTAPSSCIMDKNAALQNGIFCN
Diaphorase inh – diaphorase inhibitors and chemical oxidizers, primary screen, counter-screen for diaphorase-coupled primary assays, biochemical, uHTS, resorufin fluorescence; diaphorase resazurin-to-resorufin fluorescence, NADH, 16 min; bacterial (C. kluyveri) enzyme, not human; inhibition, % at 20 µM; 190,000 compounds, 0.69% hits;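 active = primary screen inhibition at 20 µM above a set limit, cut at about 50% in these data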;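 also: plate controls were DMSO with full reaction for no effect and wells lacking NADH for full effect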
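Test system: diaphorase enzyme from Clostridium kluyveri; amount: diaphorase at 0.14 U/mL in enzyme working solution; detection: fluorescence of resorufin formed from resazurin, Ex 544/Em 590 nm; times: reaction incubation of 16 min at room temperature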
Diaphorase act – compounds boosting diaphorase resazurin reduction – biochemical, uHTS, resorufin fluorescence, counter-screen for diaphorase-coupled primary assays, primary screen; Diaphorase/resazurin coupled assay, 16 min; hits give high values; 1 = vehicle wells, 0 = NADH-free wells; activation factor at 20 µM; 190,000 compounds, 0.005% hits; AID 1229, 2008;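 active = diaphorase activity raised at least twofold by the compound at 20 µM; inactive = activation factor below 2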
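Assay system: Purified diaphorase enzyme from Clostridium kluyveri | Amount: Enzyme 0.07 U/mL final | Dosing: Compound 20 µM once, DMSO 1% | Timing: 16 min reaction at room temperature | Detection: Fluorescence, excitation 544 nm and emission 590 nm | Evaluation: Higher resorufin formation from activation or reduction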
G6PDH CS – L. mesenteroides G6PDH inhibitors, counter-screen for G6PDH-coupled screening assays, biochemical, Leuconostoc mesenteroides enzyme | AID 1020, 2008 | glucose-6-phosphate dehydrogenase [Leuconostoc mesenteroides] | inhibition, % at 5 µM | Purified L. mesenteroides G6PDH, diaphorase/resazurin coupled fluorescence, 45 min | 200,000 compounds, 0.12% hits
RAM inhibit – inhibitors of the yeast RAM network, primary screen, dse1pr::URA3 reporter, 5-FOA selection | S. cerevisiae dse1pr::URA3 reporter, 5-FOA growth OD615, 2 d; analog-sensitive cbk1-as2 kinase mutant strain | inhibition, % at 50 µM | 190,000 compounds, 1.8% hits | AID 868, 2007;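 active = inhibition above a set limit, 3 SD over mean compound inhibition, cut at about 8.4% in these data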;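 also: 0% = DMSO-only wells with no growth and 100% = 10 µM 1-NA-PP1 full growth; inhibition rescues growth on 5-FOA so higher OD means more RAM inhibition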
DTT redox prof – compounds producing H2O2 with reducing agent – biochemical, NIH compound library profiling, artefact control for MLSCN library redox annotation, primary screen. DTT-dependent redox cycling H2O2, phenol red/HRP absorbance; 100% = 100 µM peroxide control, 0% = buffer. activation, % at 10 µM. 200,000 compounds, 0.03% hits. AID 878, 2007;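 active = activation of at least 50% relative to the plate's high and low controls in the primary single-dose screen; inactive = activation below 50%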;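 also: compound incubated with DTT at 0.8 mM final as the reducing agent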
PMI act hi M6P – human PMI activators, high substrate, primary screen, biochemical, fluorescence intensity, near-saturating mannose 6-phosphate | Mannose-6-phosphate isomerase (Homo sapiens), P34949 | coupled PMI enzyme assay, resazurin fluorescence, 20 min; hits give high values; 1 = untreated enzyme, 0 = substrate-free blank | activation factor at 20 µM | 190,000 compounds, 0.34% hits | AID 1216, 2008;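 active = activation factor of 2 or more at 20 µM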
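Material: human phosphomannose isomerase with PGI, G6PDH, diaphorase coupling enzymes. Quantity: 15 ng/mL PMI. Medium: HEPES pH 7.4 buffer with MgCl2 and Tween-20. Reagent: Near-saturating mannose-6-phosphate, 1.0 mM. Compound: 20 µM single dose. Times: enzyme reaction with compound 20 min at room temperature. Detection: resorufin fluorescence at Ex 544/Em 590 nm.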
TLR4 MyD88 comp – inhibitors of TLR4-MyD88 association in cells, primary screen, cell-based, HeLa CL3-4, BLA complementation, FRET ratio | Toll-like receptor 4 (Homo sapiens) + Myeloid differentiation primary response protein … | HeLa CL3-4 TLR4/MyD88 BLA complementation | inhibition, % at 8.4 µM | 200,000 compounds, 0.18% hits | AID 861, 2007; in the data active = inhibition above about 25%;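 also: 0% = vehicle and 100% = reference inhibitor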
Lmaj promast – Leishmania major promastigote growth inhibition, primary screen. Leishmania major promastigotes, resazurin fluorescence viability. inhibition, % at 10 µM. 200,000 compounds, 9% hits. AID 1063, 2008;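 also: promastigotes grown with compound for 44 hours at 28 °C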
Hsp70 act – Hsp70 transcriptional activators, primary screen, cell-based, HeLa, Hsp70 promoter luciferase, luminescence, 10 µM | HeLa Hsp70 promoter luciferase reporter; scaled: vehicle 0, proteasome-inhibitor control 100% | activation, % at 10 µM | 200,000 compounds, 0.04% hits;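 active = activation above the mean across all tested compounds plus 3 SD, cutoff set per campaign, cut at about 5.5% in these data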;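 also: 100% = MG132 at 30 µM as the positive control and 0% = DMSO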
* = called active by the depositor. Rule as the data show it, unless noted: active = inhibition above about 50%; inactive = the rest.

`O=C(O)/C=C/C(=O)NNC(=O)c1cccc(Br)c1` gave PMI act 0.9, S1P3 antag 9, Diaphorase inh 2, Diaphorase act 1, G6PDH CS -4, RAM inhibit 0.5, DTT redox prof 0.1, PMI act hi M6P 1.1, TLR4 MyD88 comp -26, Lmaj promast -9 and Hsp70 act 0.2.
O=C(CNC(=O)c1cccs1)NCCN1CCN(c2ccccc2F)CC1 was read as PMI act 0.8, S1P3 antag -11, Diaphorase inh 11, Diaphorase act 0.9, G6PDH CS 2, RAM inhibit 2.2, DTT redox prof -2.4, PMI act hi M6P 0.9, TLR4 MyD88 comp 4, Lmaj promast -7 and Hsp70 act -0.1.
`COc1ccc(N2C(=O)c3cccc4cccc(c34)C2=O)nn1` gave PMI act 0.9, S1P3 antag -14, Diaphorase inh 24, Diaphorase act 0.8, G6PDH CS 9, RAM inhibit 1.8, DTT redox prof -1.8, PMI act hi M6P 1, TLR4 MyD88 comp -20, Lmaj promast 4 and Hsp70 act -0.6.
`CC(C1CCN(Cc2nc(C3CC3)no2)CC1)N1CCOCC1` (stereo unspecified) gave PMI act 0.9, S1P3 antag 11, Diaphorase inh 2, Diaphorase act 1, G6PDH CS 3, RAM inhibit -1.0, DTT redox prof -1.1, PMI act hi M6P 1, TLR4 MyD88 comp 9, Lmaj promast 78* and Hsp70 act -0.4.
`C=C(C)CN=c1scc(C)n1/N=C/c1ccco1` gave PMI act 1.1, S1P3 antag -3, Diaphorase inh 9, Diaphorase act 0.9, G6PDH CS 5, RAM inhibit 1.6, DTT redox prof -0.8, PMI act hi M6P 1, TLR4 MyD88 comp 8, Lmaj promast 8 and Hsp70 act 0.0.
`O=C(CN(C(=O)CNS(=O)(=O)c1ccccc1)C1CCCC1)NCc1ccco1` gave PMI act 1, S1P3 antag -2, Diaphorase inh 18, Diaphorase act 0.8, G6PDH CS 1, RAM inhibit 0.5 and PMI act hi M6P 1.
COc1ccc(-c2cc(C(F)(F)F)c3c(=O)n(-c4ccccc4)[nH]c3n2)cc1 was read as PMI act 1, Diaphorase inh 21, Diaphorase act 0.8, G6PDH CS 2, RAM inhibit 2.1, DTT redox prof 1.2, PMI act hi M6P 0.9, TLR4 MyD88 comp -11, Lmaj promast -10 and Hsp70 act -0.2.
COc1ccc(C(OC(=O)c2cccs2)C(=O)NCC2CCCO2)cc1 (stereo unspecified) was read as PMI act 0.9, Diaphorase inh 18, Diaphorase act 0.8, G6PDH CS -2, RAM inhibit 2.6, DTT redox prof -0.7, PMI act hi M6P 0.8, TLR4 MyD88 comp 6, Lmaj promast -5 and Hsp70 act 0.3.
For C/C(N)=C(/C#N)C(=O)COC(=O)Cc1coc2cc(C)ccc12 the results were PMI act 0.9, S1P3 antag 4, Diaphorase inh 9, Diaphorase act 0.9, G6PDH CS 0, RAM inhibit 1.9, DTT redox prof 6.9, PMI act hi M6P 1, TLR4 MyD88 comp -2, Lmaj promast -6 and Hsp70 act -0.3.
For CC(C)CC(C(=O)O)N(Cc1ccccc1)Cc1ccccc1 (stereo unspecified) the results were PMI act 1.2, Diaphorase inh -6, Diaphorase act 1.1, G6PDH CS 4, RAM inhibit 1.8, DTT redox prof 0.5, PMI act hi M6P 1.1, TLR4 MyD88 comp 16, Lmaj promast -9 and Hsp70 act -0.2.
Screening O=C(O)c1cc(S(=O)(=O)N2CCCC2)ccc1Br returned PMI act 1, S1P3 antag -3, Diaphorase inh 26, Diaphorase act 0.7, G6PDH CS 10, RAM inhibit -0.1, DTT redox prof -3.2, PMI act hi M6P 0.9, TLR4 MyD88 comp 2, Lmaj promast -5 and Hsp70 act -0.2.
COc1ccc(/C=C/C(=O)NCC(=O)N/N=C/c2cccnc2)cc1 was read as PMI act 1.1, S1P3 antag 6, Diaphorase inh -3, Diaphorase act 1, G6PDH CS -1, RAM inhibit 0.5, DTT redox prof -0.3, PMI act hi M6P 1.1, TLR4 MyD88 comp 11, Lmaj promast 2 and Hsp70 act 0.0.
Screening O=C(c1ccc2ccccc2c1)N1CCN(c2ccccc2)CC1 returned PMI act 0.8, S1P3 antag -26, Diaphorase inh 8, Diaphorase act 0.9, G6PDH CS 0, RAM inhibit 0.4, DTT redox prof 0.2, PMI act hi M6P 0.9, TLR4 MyD88 comp 5, Lmaj promast 3 and Hsp70 act -0.3.
Screening COc1ccc(Nc2nc3ccccc3s2)cc1 returned PMI act 0.9, S1P3 antag -5, Diaphorase inh 3, Diaphorase act 1, G6PDH CS 15, RAM inhibit -0.7, DTT redox prof 0.3, PMI act hi M6P 0.9, TLR4 MyD88 comp -2, Lmaj promast -5 and Hsp70 act 0.0.
Screening NC(=O)C1(NC(=O)[C@@H]2CC3(CC(c4cccc(NC(=O)[C@@H]5CCC(=O)N5)c4)=NO3)CN2C(=O)Cc2ccc(C(F)(F)F)cc2)CC1 (stereo partly specified) returned PMI act 1.1, Diaphorase inh 6, Diaphorase act 0.9, G6PDH CS 3, RAM inhibit 1.3, DTT redox prof -6.9, PMI act hi M6P 1, TLR4 MyD88 comp -8, Lmaj promast -7 and Hsp70 act -0.4.
For CCc1cccc(NS(=O)(=O)c2c(C)n[nH]c2C)c1 the results were PMI act 1, S1P3 antag -5, Diaphorase inh 14, Diaphorase act 0.9, G6PDH CS 0, RAM inhibit 0.9, DTT redox prof 3.5, PMI act hi M6P 1, TLR4 MyD88 comp -6, Lmaj promast 3 and Hsp70 act 0.1.
`CC(C)(C)n1nc2c(c1NC(=O)COc1ccc(Cl)cc1)CS(=O)(=O)C2` gave PMI act 1, S1P3 antag 8, Diaphorase inh 7, Diaphorase act 0.9, G6PDH CS 9, RAM inhibit 0.1, DTT redox prof -0.1, PMI act hi M6P 1, TLR4 MyD88 comp -1, Lmaj promast -8 and Hsp70 act 0.0.
`Cc1[nH]c2ccccc2c1N=Nc1c(C)n(C)n(-c2ccccc2)c1=O` gave PMI act 1.1, S1P3 antag -1, Diaphorase inh 14, Diaphorase act 0.9, G6PDH CS -6, RAM inhibit -0.6, DTT redox prof -2.0, PMI act hi M6P 1, TLR4 MyD88 comp 11, Lmaj promast 6 and Hsp70 act -0.1.
For CCn1c(C(O)c2ccccc2)nc2ccccc21 (stereo unspecified) the results were PMI act 1, S1P3 antag 31, Diaphorase inh 3, Diaphorase act 1, G6PDH CS 8, RAM inhibit 1.2, DTT redox prof 0.8, PMI act hi M6P 1, TLR4 MyD88 comp 7, Lmaj promast 5 and Hsp70 act 0.1.
For Cc1c(C)n(CCc2c[nH]c3ccccc23)ccc1=O the results were PMI act 1, S1P3 antag 10, Diaphorase inh 8, Diaphorase act 0.9, G6PDH CS 0, RAM inhibit -0.5, DTT redox prof -1.5, PMI act hi M6P 1, TLR4 MyD88 comp 7, Lmaj promast -5 and Hsp70 act -0.3.
`Cc1c(C(=O)N2CCCc3ccccc32)oc2ccc(S(=O)(=O)N3CCOCC3)cc12` gave PMI act 1, S1P3 antag -1, Diaphorase inh 18, Diaphorase act 0.8, G6PDH CS 6, RAM inhibit 0.1, DTT redox prof -0.1, PMI act hi M6P 0.9, TLR4 MyD88 comp 1, Lmaj promast 17 and Hsp70 act -0.4.
Cc1ccc(-c2cc(C(=O)NCc3cccs3)no2)cc1 was read as PMI act 1, S1P3 antag -8, Diaphorase inh 0, Diaphorase act 1, G6PDH CS 5, RAM inhibit 5.1, DTT redox prof 2.2, PMI act hi M6P 1, TLR4 MyD88 comp 8, Lmaj promast -9 and Hsp70 act 0.0.
O=C(COC(=O)CCC(=O)c1ccc(Cl)cc1)NCC1CCCO1 (stereo unspecified) was read as PMI act 1.1, S1P3 antag -26, Diaphorase inh 14, Diaphorase act 0.9, G6PDH CS 4, RAM inhibit 1.7, DTT redox prof 2.1, PMI act hi M6P 1, TLR4 MyD88 comp 9, Lmaj promast -1 and Hsp70 act -0.2.
`COCCCNC(=O)C1CC(=O)N(c2ccc(C)cc2)C1` (stereo unspecified) gave PMI act 1.1, S1P3 antag -8, Diaphorase inh 12, Diaphorase act 0.9, G6PDH CS 6, RAM inhibit 1.6, DTT redox prof 2.2, PMI act hi M6P 1, TLR4 MyD88 comp -16, Lmaj promast -3 and Hsp70 act 0.0.
`O=C(NC1CCCCC1)C1CC(=O)N(c2ccc(Cl)cc2)C1` (stereo unspecified) gave PMI act 0.9, S1P3 antag -6, Diaphorase inh 11, Diaphorase act 0.9, G6PDH CS 8, RAM inhibit 0.7, DTT redox prof -0.6, PMI act hi M6P 0.9, TLR4 MyD88 comp -1, Lmaj promast -5 and Hsp70 act -0.1.
For CCCC(=O)Nc1ccc(Br)cn1 the results were PMI act 1.1, Diaphorase inh -10, Diaphorase act 1.1, G6PDH CS 6, RAM inhibit -1.1, DTT redox prof 0.2, PMI act hi M6P 1.1, TLR4 MyD88 comp -3, Lmaj promast -5 and Hsp70 act 1.9.
O=C(Nc1ccc(Br)cc1)c1ccco1 was read as PMI act 1.1, Diaphorase inh 4, Diaphorase act 1, G6PDH CS 8, RAM inhibit 0.4, DTT redox prof -1.5, PMI act hi M6P 1.1, TLR4 MyD88 comp -4, Lmaj promast -3 and Hsp70 act 0.5.
`Cc1ccc(-c2nc(CSCC(=O)N3CCN(C(=O)c4ccco4)CC3)c(C)o2)cc1` gave PMI act 1, S1P3 antag -14, Diaphorase inh 12, Diaphorase act 0.9, G6PDH CS 5, RAM inhibit -0.1, DTT redox prof -0.9, PMI act hi M6P 0.9, TLR4 MyD88 comp -2, Lmaj promast -3 and Hsp70 act 0.0.
